Assay outcomes as filed in PubChem.
Chronic BCR inh: inhibitors of chronic active B-cell receptor signaling | 0.05% of 340,000 active | Potency, µM (doses to about 46.1 µM), for the others: top-dose ratio change, negative = lower green/red ratio, actives largely listed as inhibitors | ABC-DLBCL IkBa-CBG/CBR reporter, luminescence ratio, 4 h; active means well fitted inhibition curve with a large enough effect in the signal ratio, with a control signal flat, not every such curve was filed as active; inconclusive means small, poorly fitted or top-dose-only effect, or effect the other way, or a change in a side signal; the % refers to the signal ratio;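 further: potency means the concentration at half of the fitted maximal effect; plate controls were basal doxycycline-induced cells for no effect and cells given 10 µM MG132 for full effect; MG132 reads +100%, hits lower the ratio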
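Doxycycline induced both beetle luciferases in TMD8 lymphoma cells; IKK-driven degradation limits the IkappaBalpha-fused green signal, while red luminescence normalises for cell number and nonspecific effects. Compounds tested up to 46 uM, 4 hrs.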
TCR activator: activators of T cell receptors. Potency, µM (series often up to 9.22 µM), without a hit: at the top dose activation of IL-2 secretion, most hits filed as activators. primary human leukocytes, anti-CD3, IL-2 HTRF, 48 h. 330,000 tested, under 10 active; further: % of control where 0% means no effect
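1) Mix primary human leukocytes, a-CD3 beads and compound. 2) Incubate 48 hr. 3) Add HTRF IL-2 reagents (a-IL-2-K, a-IL-2-d2).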
TSHR antagonist: human thyrotropin receptor antagonism. activity change, negative = inhibition, % at 11.5 µM. 0.2% of 330,000 active. TSHR-expressing cells, TSH-stimulated cAMP HTRF, 2 h; active compounds read low. P16473;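 active means activity change below a set negative limit, meaning inhibition stronger than a set level, cut at about -70% in these data; inconclusive means activity change between two set negative limits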; further: on the % scale 0 is the no-effect control and ±100 the full control effect
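TSHR-expressing cells were treated with compounds, then stimulated with TSH at EC80 (4nM final) for 2 hours at 37 deg C. Cellular cAMP was measured by HTRF competition between lysate cAMP and cAMP-d2 for a cryptate-labelled anti-cAMP antibody.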
hERG WT inh: inhibitors of human wildtype KCNH2 potassium channel; Q12809; U2OS, BacMam KCNH2, thallium flux FluxOr; active compounds read low; activity change, % at 1.84 µM; 0.37% of 340,000 active; AID 720551;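 active means maximum activity change below -70%; inconclusive means maximum activity change between -70% and -50%; inactive means maximum activity change above -50%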; further: on the % scale 0 is the no-effect control and ±100 the full control effect
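U2OS cells transduced with wild-type KCNH2 virus are loaded with FluxOr dye for 45 min, and thallium flux is measured in kinetic reads before and after stimulation buffer. Rate constants are normalized to DMSO controls.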
Tb PFK inh: T. brucei PFK enzyme inhibition; Potency, µM (doses to about 57.5 µM), for inactives: top-dose activity, negative = inhibition, most hits filed as inhibitors; 0.17% of 330,000 active; O15648; AID 485367; T. brucei PFK, ADP-Glo luminescence;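 further: potency means the concentration at half of the fitted maximal effect; 0% = uninhibited 1x PFK enzyme wells and -100% = no-enzyme wells; nearly all actives have a fitted effect of over 60% in size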
Target sequence (O15648 whole entry, looked up): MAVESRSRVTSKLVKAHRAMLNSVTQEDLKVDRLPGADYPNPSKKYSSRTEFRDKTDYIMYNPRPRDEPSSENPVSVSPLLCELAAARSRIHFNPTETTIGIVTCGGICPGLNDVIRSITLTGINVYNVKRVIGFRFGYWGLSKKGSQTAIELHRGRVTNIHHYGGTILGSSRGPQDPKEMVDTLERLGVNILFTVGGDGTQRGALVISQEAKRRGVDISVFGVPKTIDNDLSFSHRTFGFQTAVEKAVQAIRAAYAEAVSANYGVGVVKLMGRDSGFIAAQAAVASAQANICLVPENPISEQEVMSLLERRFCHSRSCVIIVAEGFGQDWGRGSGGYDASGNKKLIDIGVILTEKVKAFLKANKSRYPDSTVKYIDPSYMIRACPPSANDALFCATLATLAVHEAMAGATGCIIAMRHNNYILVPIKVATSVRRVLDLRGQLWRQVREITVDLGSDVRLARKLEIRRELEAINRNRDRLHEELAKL
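1.25 nM PFK with 0.5 mM F6P and 0.1 mM ATP in 0.1 M TEA pH 8.0, 5 mM MgCl2, incubated 45 min at room temperature; ADP measured by ADP-Glo luminescence; compounds titrated up to 57 uM.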
Coupling enz: counter-screen for Giardia aldolase inhibitors: coupling enzyme system | 0.67% of 290,000 active | AID 2472 | activity change, negative = inhibition, % at 58.2 µM, hits read low | coupling enzyme system counterscreen, AmpLite Red fluorescence; in the data active means activity change below about -30%; further: on the % scale 0 is the no-effect control and ±100 the full control effect
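First, compound is pin-transferred into glyceraldehyde-3-phosphate coupling-enzyme reagent at 57.5 uM final and held 10 min at RT. Next, substrate, coupling system and AmpLite Red are added. After 20 min RT, fluorescence (525/598 nm) is read.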
MLL CXXC-DNA inh: MLL CXXC-DNA interaction inhibition; Q03164; MLL-CXXC / FITC-HOXA9 DNA fluorescence polarization; Potency, µM (highest dose often 115 µM), for the others: at the highest dose activity change, negative = inhibition, hits mostly inhibitors; 0.037% of 290,000 active; AID 2662; active means well fitted inhibition curve with a large enough effect in the polarisation, with a control signal flat, not every such curve was filed as active; inconclusive means small, poorly fitted or top-dose-only effect, or effect the other way, or a change in a side signal; inactive means no such curve, though single readings can be large or run the other way; the % refers to the polarisation; further: potency means the concentration at half of the fitted maximal effect
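Fluorescence polarization: 7 uM MLL-CXXC (stock) preincubated 5 min with compounds, then 50 nM fluorescein-HOX-A9 DNA (stock) added; 30 min ambient. Buffer 50 mM Tris-HCl pH 7.5, 50 mM NaCl, 1 mM DTT, 0.05% BSA.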
GALK inh: inhibitors of human galactokinase; Potency, µM (doses to about 57.5 µM), without a hit: at the top dose activity change, negative = inhibition, actives largely listed as inhibitors; Purified GALK, Kinase-Glo residual ATP luminescence; 0.007% of 270,000 active; further: potency means the concentration at half of the fitted maximal effect; on the % scale 0 is the no-effect control and ±100 the full control effect
Target sequence (P51570 whole entry, looked up): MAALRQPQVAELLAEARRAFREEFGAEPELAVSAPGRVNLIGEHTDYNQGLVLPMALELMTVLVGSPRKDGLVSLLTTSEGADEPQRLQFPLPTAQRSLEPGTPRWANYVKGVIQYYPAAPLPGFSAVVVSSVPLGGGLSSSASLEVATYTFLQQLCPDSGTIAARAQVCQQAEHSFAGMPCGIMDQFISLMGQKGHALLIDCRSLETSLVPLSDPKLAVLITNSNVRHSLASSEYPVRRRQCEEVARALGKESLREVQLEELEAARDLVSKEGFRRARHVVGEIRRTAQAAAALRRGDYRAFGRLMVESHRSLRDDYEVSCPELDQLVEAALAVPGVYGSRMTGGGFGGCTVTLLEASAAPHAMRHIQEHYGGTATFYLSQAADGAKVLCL
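The enzyme phosphorylates galactose (100 uM) using ATP (35 uM); inhibition is detected as higher residual ATP, quantified by bioluminescence after 1 h reaction at room temperature, pH 8.0.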
Giardia kill: Giardia lamblia killing | Giardia lamblia trophozoite viability | activity change, % at 7.66 µM, hits read low | 0.15% of 340,000 active; in the data active means activity change below about -80%; inconclusive means between about -30% and that limit;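 further: parasites exposed to compound for two days anaerobically before the ATP read; on the % scale 0 is the no-effect control and ±100 the full control effect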
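Luminescence from cellular ATP indicates surviving trophozoites (100 cells/well) following 48 hrs anaerobic compound treatment at 37 deg C; signal develops 15-30 min at room temperature.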
A-T KAP1 phos: potential ataxia-telangiectasia treatment. Potency, µM (doses to about 57.5 µM), for inactives: top-dose activation, usual class: activators. […] A-T fibroblasts, KAP-1 phosphorylation AlphaLISA; neocarzinostatin DNA damage 30 min before lysis. 0.19% of 320,000 active; further: potency means the concentration at half of the fitted maximal effect; % of control where 0% means no effect; nearly all actives have a fitted effect of over 45% in size
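ATM-like activity read as KAP-1 phosphorylation via AlphaLISA donor/acceptor antibody pairs after lysis and 6 hr at 25C. Cells were ATM-null patient fibroblasts ([…], hTERT), dosed 60 min, then exposed to the DSB inducer NCS for 30 min.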
* = called active by the depositor; ? = inconclusive; . = not tested or not shown; [ ] = remark or other dose. Unless noted, the call rests on the fitted dose curve; in most records, active means well fitted curve in the direction sought with a large enough effect; inconclusive means small, poorly fitted or top-dose-only effect, or another doubt; inactive means no such curve, though single readings can be large; an effect the other way counts as inactive or inconclusive. No enrichment for hits. About 1.6% of those tested had a hit in this group.

The line under a structure holds: Chronic BCR inh, TCR activator, TSHR antagonist, hERG WT inh, Tb PFK inh, Coupling enz, MLL CXXC-DNA inh, GALK inh, Giardia kill, A-T KAP1 phos
- COc1ccc(CC(=O)Nc2cc(S(=O)(=O)N3CCCCC3)ccc2N2CCN(C)CC2)cc1
→ -1%, 7%[46.1 µM], -4, -1, -11%, 4, -7%, 2%, 11, 3%
- COc1ccc(-c2ccccc2NC(=O)C2CCCN(Cc3ccco3)C2)cc1 (stereo not drawn)
→ -2%, -1%, 3, -8, 0%, ., 7%, -5%, 4, 3%
- Cn1nccc1C(=O)N1CCN(c2ncccn2)CC1
→ 4%, 3%, -6, 4, -4%, -1, 1%, 9%, -3, -3%
- Cc1cc[n+](-c2[nH]c(=O)sc2/C=N/N=C(\[O-])c2ccncc2)cc1
→ 3%, -3%, -4, -12, 19µM*, ., -1%, 0%, -6, 1%
- CCCc1cc(NC(=O)COC(=O)c2nccnc2N)n(-c2ccccc2)n1
→ -5%, 1%, -3, -9, -3%, ., ., ., -19, 11%
- Cn1c(-c2ccc(Br)o2)nc2cc(Br)ccc21
→ 7%, 3%, -2, -26, 3%, 0, 9%, -1%, -2, 0%
- COc1cccc(C(CC(=O)NCCN2CCOCC2)NS(=O)(=O)c2ccc(C)cc2)c1OC (stereo not drawn)
→ 8%, 3%, 7, -5, 1%, 2, 4%, -3%, -19, 8%
- CCOC(=O)Nc1ccc(OC)cc1S(=O)(=O)N1CCCCC1
→ 9%, 1%, 9, 3, 0%, 1, 6%, 0%, -6, -18%
- Cc1ccsc1CN(C)C(=O)CN1C(=O)NC2(CCCc3ccccc32)C1=O (stereo not drawn)
→ -1%, 11%, -17, -3, -4%, ., ., ., 25, -7%
- Cc1ccc(S(=O)(=O)N2CCCC2C(=O)OCc2nc3ccccc3s2)cc1 (stereo not drawn)
→ ?, 6%, -1, 15, -9%, -4, -1%, 0%, 6, 3%
- CSc1cccc(CN2CCC(CO)(Cc3cccc(C(F)(F)F)c3)CC2)c1
→ ?, 8%, 28, 5, -2%, -12, -11%, 2%, -30, -1%
- CCc1ccc(N2CC(C(=O)Nc3cccc(C(=O)NC4CC4)c3)CC2=O)cc1 (stereo not drawn)
→ 1%, 3%, 17, -10, 5%, ., ., ., 8, -7%
- CCC1Nc2ncnc(N3CCOCC3)c2N(Cc2ccc(Br)cc2)C1=O (stereo not drawn)
→ -2%, 0%, -12, -3, 2%, ., ., ., 4, -1%
- CC1CN2C(c3ccc(Cl)cc3)=CSC2=N1 (stereo not drawn)
→ 2%, 4%, -10, 6, -3%, -3, -4%, -2%, 10, -7%
- C=CCN(CC=C)C(=O)C1CCN(S(=O)(=O)c2ccc(N3CCCC3=O)cc2)CC1
→ 0%, -1%, 1, 7, -7%, ., 3%, 3%, 10, 12%
- c1coc(CNC2CCCCC2)c1
→ 0%, -1%[46.1 µM], 6, 13, -3%, 3, 4%, 0%, 15, 2%
- CCOC(=O)/C(C#N)=C/c1ccc(OC(=O)c2ccccn2)cc1
→ 2%, 2%[46.1 µM], 3, 10, 0%, 0, 28%, 2%, 6, -3%
- Cc1ccc(S(=O)(=O)N2CCOCC2)cc1NC(=O)c1ccc(F)cc1F
→ 2%, -2%, -5, -7, -1%, ., ., ., 21, 2%
- O=S(=O)(c1ccc(Cl)cc1)N1CCCC1c1nc(-c2cccc(Cl)c2)no1 (stereo not drawn)
→ 2%, 1%, 1, -3, -6%, 5, 2%, 0%, 5, -4%
- O=C(CCC1CCCC1)Nc1ccccc1-c1ccccc1
→ 4%, -1%[46.1 µM], -2, 2, 0%, 8, 9%, ., -13, 3%
- COc1ccc(/C=N/NC(=O)c2ccc(COc3cccc4cccnc34)cc2)cc1OC
→ ?, 9%, -12, -12, 2%, 1, -1%, 0%, -1, -2%
- COc1cc(S(=O)(=O)N2CCN(c3ccccc3)CC2)ccc1Cl
→ 0%, 4%, 3, 2, -1%, 1, -3%, 1%, 6, 14%
- CCNC(=O)/C=C1\NC(C)(C)Cc2c1ccc1ccccc21
→ 19%, 0%, -2, -5, -6%, 0, 2%, 1%, 6, 2%
- CCC(c1nnc(SCC(=O)Nc2cc(Cl)ccc2C#N)n1C1CCCCC1)N(C)C (stereo not drawn)
→ 3%, 3%[46.1 µM], 10, 4, 4%, 3, 15%, 2%, -6, -5%
- CCN1CCN(CCNC(=O)C2CCCN(Cc3nc(-c4cccc(Cl)c4)oc3C)C2)CC1 (stereo not drawn)
→ ?, 0%, -4, 3, 4%, 2, 4%, 1%, -16, 5%
- COC(=O)[C@]1(C)N[C@H](CN(C)C(=O)Nc2ccc(Cl)cc2)[C@@H]2C(=O)N(C)C(=O)[C@@H]21
→ -1%, 1%, 22, -5, 0%, ., ., ., 7, -22%
- CSCCC(=O)Nc1nc(-c2ccccn2)cs1
→ ?, -3%, 0, -1, 8%, 3, -12%, 1%, -18, -4%
- CCn1nccc1C(=O)Nc1ccc(C(=O)OC(C)C)cc1
→ ?, 0%, 4, -7, -2%, 1, 5%, -1%, 11, 12%
- CC(=O)NC(C)C(=O)OCc1ccc(Cl)cc1Cl (stereo not drawn)
→ -2%, -10%, 6, -4, -4%, 0, -2%, -2%, -21, -10%
- C=CCn1c(O)c(N=NC(=S)Nc2ccc(OC)c(Cl)c2)c2ccccc21
→ -7%, -5%, -4, 4, 15%, -5, 3%, ., 7, -11%

The listing continues:
The line under a structure holds: Chronic BCR inh, TCR activator, TSHR antagonist, hERG WT inh, Tb PFK inh, Coupling enz, MLL CXXC-DNA inh, GALK inh, Giardia kill, A-T KAP1 phos
- CN1CCN(C(=O)c2cnn(-c3ccccc3)c2NC(=O)c2ccccc2Br)CC1
→ -1%, -8%, 9, -8, -9%, -1, 19%, 0%, 5, -4%
- COc1cc(C(=O)N/C(=C\c2cn(S(=O)(=O)N(C)C)c3ccccc23)C(=O)NCCCO)cc(OC)c1OC
→ ?, -8%, 1, -4, -1%, 0, 2%, -1%, 11, 1%
- Cc1cc(NC(=O)c2ccc(S(=O)(=O)N3CCCC3)cc2)nc2c1c(=O)oc1ccccc12
→ ?, 4%[46.1 µM], 26, 6, -4%, -3, 17%, -2%, -15, .
- COc1ccc(NC(=S)N/N=C/c2ccc(F)c(F)c2)cc1
→ ?, 2%, -8, -5, 0%, 0, 0%, 0%, 9, -11%
- Cc1ccc(NC(=O)CSCC(=O)Nc2ccccc2C(=O)N2CCCCC2)cc1
→ 1%, -15%, -1, 2, -2%, ., ., ., -5, -1%
- CC1CCc2c(sc3[nH]c(=S)n(C)c(=O)c23)C1 (stereo not drawn)
→ 12%, -2%, 13, ?, -7%, 12, 3%, ., 10, -17%
- Nc1nc(N2CCN(C(=O)c3ccco3)CC2)nc2ccc(Br)cc12
→ 0%, 7%, -9, ., 1%, 3, 6%, 7%, 3, 5%
- CCc1cccc(OCC(=O)Nc2ccccc2N2CCCC2)c1
→ 13%, 7%, -15, 5, 11%, ., ., ., -14, 19%

Ten consecutive compounds already listed, for reference:
The line under a structure holds: Chronic BCR inh, TCR activator, TSHR antagonist, hERG WT inh, Tb PFK inh, Coupling enz, MLL CXXC-DNA inh, GALK inh, Giardia kill, A-T KAP1 phos
- CCn1nccc1C(=O)Nc1ccc(C(=O)OC(C)C)cc1
→ ?, 0%, 4, -7, -2%, 1, 5%, -1%, 11, 12%
- CC(=O)NC(C)C(=O)OCc1ccc(Cl)cc1Cl (stereo not drawn)
→ -2%, -10%, 6, -4, -4%, 0, -2%, -2%, -21, -10%
- C=CCn1c(O)c(N=NC(=S)Nc2ccc(OC)c(Cl)c2)c2ccccc21
→ -7%, -5%, -4, 4, 15%, -5, 3%, ., 7, -11%
- CN1CCN(C(=O)c2cnn(-c3ccccc3)c2NC(=O)c2ccccc2Br)CC1
→ -1%, -8%, 9, -8, -9%, -1, 19%, 0%, 5, -4%
- COc1cc(C(=O)N/C(=C\c2cn(S(=O)(=O)N(C)C)c3ccccc23)C(=O)NCCCO)cc(OC)c1OC
→ ?, -8%, 1, -4, -1%, 0, 2%, -1%, 11, 1%
- Cc1cc(NC(=O)c2ccc(S(=O)(=O)N3CCCC3)cc2)nc2c1c(=O)oc1ccccc12
→ ?, 4%[46.1 µM], 26, 6, -4%, -3, 17%, -2%, -15, .
- COc1ccc(NC(=S)N/N=C/c2ccc(F)c(F)c2)cc1
→ ?, 2%, -8, -5, 0%, 0, 0%, 0%, 9, -11%
- Cc1ccc(NC(=O)CSCC(=O)Nc2ccccc2C(=O)N2CCCCC2)cc1
→ 1%, -15%, -1, 2, -2%, ., ., ., -5, -1%
- CC1CCc2c(sc3[nH]c(=S)n(C)c(=O)c23)C1 (stereo not drawn)
→ 12%, -2%, 13, ?, -7%, 12, 3%, ., 10, -17%
- Nc1nc(N2CCN(C(=O)c3ccco3)CC2)nc2ccc(Br)cc12
→ 0%, 7%, -9, ., 1%, 3, 6%, 7%, 3, 5%
